# From PubChem
# S1P3 ag: S1P3 (human) receptor agonism. AID 373. 60,000 compounds, 0.1% hits. S1P3 NFAT-BLA reporter cells, FRET ratio; relative to 1 µM S1P, basal subtracted. activation, % at 4.5 µM. Q99500;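 active = activation above the screen-wide mean plus 3 SD, cut at about 4.5% in these data, passing the limit was not always enough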; note: some compounds called inactive have numbers as strong as hits
#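 Measure – % activation relative to 1 µM S1P (100%), per plate · System – stable CHO line with human S1P3, Gα16, NFAT-BLA reporter · Timing – cells plated overnight, compound 4 h 37 °C, substrate 2 h RT · Technique – fluorescent BLA substrate, ex 405 nm, em 460/535 nm ratio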
# HEK293 NFkB inh: inhibitors of the PMA/ionomycin-induced NF-kB reporter in HEK293 cells; HEK-293 NF-kB luciferase reporter, luminescence; inhibition, % at 3 µM; 62,000 compounds, 0.21% hits;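 active = inhibition above the mean of all tested compounds plus 3 SD, cut at about 40% in these data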;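 note: 0% = stimulated DMSO wells and 100% = 10 µM reference inhibitor 5653914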
#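 Material: HEK-293 cells with stable firefly luciferase reporter driven by four HIV NF-kB elements / Also added: PMA plus ionomycin mix as NF-kB-activating stimulus / Compound dosing: 3 µM once, 0.30% DMSO / Times: 1 h pretreatment, 16 h stimulation, 37 °C / Signal: luminescence / Evaluation: per-plate % inhibition versus controls / Benchmarks: DMSO and 10 µM reference inhibitor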
# HTR1A agonist: agonists of human 5-HT1a serotonin receptor | activation, % at 10 µM | P08908 | 65,000 compounds, 0.56% hits | CHO 5-HT1a Ga15 NFAT-bla reporter, FRET ratio; 0% basal, 100% maximal reference agonist | AID 567;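 active = activation above the screen-wide mean activation plus 3 SD, cut at about 19% in these data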;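 note: 0% = DMSO wells and 100% = 5-CT at EC100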
# Target sequence (P08908 whole entry, looked up): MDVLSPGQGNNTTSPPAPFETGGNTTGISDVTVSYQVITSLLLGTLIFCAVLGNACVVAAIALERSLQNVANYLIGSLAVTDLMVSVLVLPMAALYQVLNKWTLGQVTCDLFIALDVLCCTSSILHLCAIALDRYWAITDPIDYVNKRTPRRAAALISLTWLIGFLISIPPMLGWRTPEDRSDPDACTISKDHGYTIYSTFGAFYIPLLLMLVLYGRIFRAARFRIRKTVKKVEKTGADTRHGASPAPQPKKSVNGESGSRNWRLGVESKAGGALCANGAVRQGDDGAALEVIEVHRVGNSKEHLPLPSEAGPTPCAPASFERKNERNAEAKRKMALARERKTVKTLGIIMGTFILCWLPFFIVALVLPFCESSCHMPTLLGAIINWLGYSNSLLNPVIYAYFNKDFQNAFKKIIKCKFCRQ
# Jurkat viability: cytotoxic compounds reducing Jurkat cell viability. inhibition, % at 4 µM. Jurkat E6.1 viability, ATP luminescence, 48 h. 56,000 compounds, 1.2% hits. AID 463;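 active = inhibition above the mean inhibition of all tested compounds plus 3 SD, cut at about 28% in these data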
# 5HT1E antag: antagonists of human 5-HT1E serotonin receptor. P28566. CHO 5-HT1E Ga15 NFAT-bla reporter, FRET, antagonist. inhibition, % at 6 µM. 65,000 compounds, 0.99% hits;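 active = inhibition above a set limit, the mean inhibition across every tested compound plus 3 SD, cut at about 29% in these data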;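 note: signal is the 460 over 535 nm emission ratio of beta-lactamase substrate; 0% = agonist plus DMSO wells and 100% = wells without agonist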
# 5-HT1A blocker: 5-HT1a (human) receptor antagonism; P08908; CHO 5-HT1a Ga15 NFAT-bla reporter, antagonist mode; inhibition, % at 10 µM; 62,000 compounds, 0.68% hits; AID 612;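 active = inhibition above the mean of all tested compounds plus 3 SD, cut at about 43% in these data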;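 note: receptor stimulated by 5-CT agonist at 100 nM near EC80; beta-lactamase reporter measured by ratiometric fluorescence of a cleavable substrate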
# S1P1 ag pot: activates or potentiates agonism at human S1P1 receptor; 56,000 compounds, 0.57% hits; activation, % at 9.5 µM; P21453; S1P1 CRE-bla cells, forskolin, beta-lactamase FRET, potentiator mode; S1P1 agonist co-added at EC20, 2 nM; 100% = saturating reference agonist, 0% = basal;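 active = activation above a cutoff set at the mean activation of all tested compounds plus 3 SD, cut at about 54% in these data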;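 note: forskolin at 4 µM as EC80 and the EC20 agonist is SEW2871; 100% = SEW2871 at its EC100 plus forskolin at EC80; some compounds past the cut are filed as inactive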
# Target sequence (P21453 whole entry, looked up): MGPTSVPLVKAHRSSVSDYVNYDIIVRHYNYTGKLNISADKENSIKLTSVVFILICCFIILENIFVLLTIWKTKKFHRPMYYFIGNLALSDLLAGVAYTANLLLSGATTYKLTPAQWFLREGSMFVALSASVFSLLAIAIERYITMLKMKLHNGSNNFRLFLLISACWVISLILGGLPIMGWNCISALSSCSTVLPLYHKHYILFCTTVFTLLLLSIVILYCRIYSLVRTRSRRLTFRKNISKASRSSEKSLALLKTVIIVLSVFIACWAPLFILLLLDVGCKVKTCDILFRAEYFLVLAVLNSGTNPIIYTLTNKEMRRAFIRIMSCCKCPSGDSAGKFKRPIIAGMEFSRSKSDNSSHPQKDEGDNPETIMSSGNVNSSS
# D1 mod: allosteric modulators of human D1 dopamine receptor | P21728 | HEK293 D1, CRE-luciferase, dopamine EC30 potentiation; actives deviate in either direction | B-score at 10 µM | 58,000 compounds, 5.9% hits;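 active = luminescence count or its row- and column-corrected plate score outside the 99.7% band of the plate's sample wells, on either side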
# 5HT1E ag: activates the human 5-HT1E serotonin receptor; P28566; CHO 5-HT1E Ga15 NFAT-bla reporter, FRET; 0% DMSO wells, 100% control agonist wells; activation, % at 6 µM; 65,000 compounds, 0.69% hits;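 active = activation above a set limit, the screen-wide mean activation plus 3 SD, cut at about 8.5% in these data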;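 note: 100% = positive control agonist at 1 µM giving full maximal response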
# Starred values were filed as active, the others as inactive; nt = no result given.
SMILES,S1P3 ag,HEK293 NFkB inh,HTR1A agonist,Jurkat viability,5HT1E antag,5-HT1A blocker,S1P1 ag pot,D1 mod,5HT1E ag
Cn1c(Br)nc2c1c(=O)n(CC(O)COc1ccccc1)c(=O)n2C (stereo not drawn),-0.6,12.0,1.6,-1.7,-4.5,-9.3,-7.1,0.13,1.9
CCc1c(C)nc2[nH]nc(NC(=O)C(F)(F)F)n2c1=O,-0.8,-5.5,-1.5,-11.6,3.1,14.1,3.0,-0.0331,0.5
CC(C)(C)NC(=O)CSc1nnc(-c2ccco2)n1Cc1ccco1,-1.4,11.4,-0.5,3.3,5.2,12.2,14.4,0.127,1.0
C[C@H](NC(=O)OC(C)(C)C)c1nnc(SCC(=O)Nc2ccc(Br)cc2)o1,-1.5,9.0,-1.6,7.9,7.9,5.3,16.8,-0.642,0.0
CCOC(=O)CNS(=O)(=O)c1ccc(C(=O)O)cc1,-0.2,9.2,-1.4,-4.3,-2.3,-1.3,-18.5,-0.0255,0.5
Cc1ccc(OCC(O)CNS(=O)(=O)c2ccccc2C(=O)O)cc1 (stereo not drawn),-5.3,nt,-0.1,nt,2.4,nt,16.3,nt,0.0
O=C(C1CCN(S(=O)(=O)c2ccc(Br)s2)CC1)N1CCc2ccccc21,nt,18.6,0.4,nt,3.2,-7.1,nt,-0.0902,-0.3
COCCN1C(=O)C(=O)/C(=C(/O)c2cccc(OC)c2)C1c1ccncc1 (stereo not drawn),nt,6.3,2.7,nt,-1.0,-0.4,nt,-0.44,0.8
c1ccc(CCn2nnnc2C(c2cccnc2)N2CCN(c3nc4ccccc4s3)CC2)cc1 (stereo not drawn),0.2,9.7,2.4,3.7,1.7,17.8,-11.8,-0.0149,1.0
COC(=O)Cc1c(C)nc2nc(Cc3ccccc3)[nH]n2c1=O,1.0,6.0,-1.9,-4.8,-3.3,-7.5,-19.0,-0.106,-0.4
CCOC(=O)N=S(N)(=O)c1ccccc1 (stereo not drawn),nt,17.3,-1.9,nt,6.2,2.1,nt,nt,0.3
Cc1ccccc1C(=O)/C=C1\NC(=O)CS1,-0.5,12.3,-1.3,-5.3,6.4,-3.7,-9.3,-0.576,-0.5
COc1ccc(S(=O)(=O)Cc2ccc(C(=O)N3CCC(C(N)=O)CC3)o2)cc1,-1.7,11.4,-3.9,-0.9,-1.9,-8.4,-18.7,0.059,0.2
CC(=O)NC(CC(C)C)C(=O)NC(=O)NCc1ccccc1 (stereo not drawn),-1.1,13.3,-1.6,-1.2,-4.8,4.7,-22.6,0.0562,-0.3
CCOc1ccccc1Nc1nnc(Cc2ccccc2Cl)c(=O)[nH]1,nt,14.9,2.7,nt,1.8,12.3,nt,0.717,-1.2
COC(=O)Nc1ccc(C)c2nsnc12,0.3,10.5,-0.5,-7.1,-1.2,-7.4,7.1,1.73,1.4
N#CC1=C(SCC(=O)Nc2cccc3cccnc23)NC(=O)C(C#N)C12CCCCC2 (stereo not drawn),-0.9,-2.2,-1.9,-0.4,0.5,-10.1,nt,nt,-0.1
CCc1ccc(NC(=O)c2cc(CC(C)C)on2)cc1,0.0,-2.4,-1.0,-6.6,4.2,-11.8,10.1,-0.776,1.2
COc1ccc(C(=O)COC(=O)Cn2nnc3ccccc32)cc1Br,-0.6,3.1,-1.2,-3.4,0.4,11.8,-1.2,nt,-0.7
O=C(COc1ncnc2ccccc12)NC(=O)NCc1ccccc1,0.1,13.4,-0.6,8.0,1.2,-6.9,12.7,1.84,1.0
COc1ccc(C(=O)N(CC(=O)NC(C)(C)C)c2ccc3c(c2)OCCO3)cc1OC,0.4,21.3,5.3,4.2,-3.5,2.8,-19.9,0.8,-0.4
CCOC(=O)CSc1ccc2nnc(-c3cccs3)n2n1,-0.8,6.5,-3.5,6.4,-2.5,-3.5,13.3,1.19,0.2
CCOC(=O)C1CCCN(c2nc3ccccc3nc2C(C#N)C(=O)OC(C)COC)C1 (stereo not drawn),-0.3,nt,0.9,nt,13.8,nt,3.1,nt,-0.8
COc1ccc(OC)c(NC(=O)c2nnn(CCc3ccccc3)c2N)c1,-0.3,-1.9,1.4,-1.0,4.2,-6.7,-9.8,-0.468,-0.2
COC(=O)C1=C(C)NC(=O)NC1C1CC=CCC1 (stereo not drawn),0.6,3.3,1.0,-4.1,-3.0,-10.1,-9.1,3.34*,0.1
Cc1cccc(NC(=O)CSc2nc3c(c(=O)[nH]2)CCC3)c1C,0.5,9.0,0.0,-1.6,0.5,-10.0,10.4,nt,0.0
c1ccc(-c2noc(-c3ccncc3)n2)nc1,-1.1,-35.8,-0.4,9.7,4.5,3.9,-9.3,-1.23,-0.7
CCOC(=O)C(C#N)c1ccccn1 (stereo not drawn),-1.4,14.2,-3.4,-5.2,0.1,3.7,10.4,1.41,-0.2
CN(Cc1ccccc1)c1nc2c(c(=O)[nH]c(=O)n2C)n1Cc1ccccc1,-0.6,18.7,0.2,4.9,16.4,5.0,-6.8,23.1*,-0.5
COCc1cc(=O)[nH]c(/N=C(\N)Nc2ccc(C)cc2)n1,-1.4,3.0,-1.5,1.9,-0.2,3.4,-23.9,-0.931,-0.2
CCOc1ccc(NC(=O)CSc2nnc(-c3ccncc3)n2CC2CCCO2)cc1 (stereo not drawn),-0.7,18.8,-1.4,-1.0,-0.7,-7.3,2.1,nt,-0.7
OC(COc1ccc2ccccc2c1)CN1CCOCC1 (stereo not drawn),0.6,1.0,-1.3,-0.8,1.9,-3.1,3.8,-0.0942,0.7
COc1ccccc1C(=O)N1CCN(S(=O)(=O)c2ccccc2)CC1,-0.3,9.8,-2.6,-2.2,-1.2,-8.5,-6.9,-0.116,-1.1
COc1ccc(C(=O)c2coc3ccc(O)c(CN4CCCC4)c23)cc1,-0.4,11.0,0.7,4.5,9.6,4.7,-20.0,-0.254,0.1
CCOC(=O)c1sc(NC(=O)CSc2nnnn2-c2ccccc2)nc1C,0.7,11.2,-1.1,-4.5,-4.9,-1.9,-6.8,2.84,1.1
CS(=O)(=O)N(CC(=O)N1CCN(c2ccccc2F)CC1)c1ccc2c(c1)OCCO2,-0.4,9.8,-2.0,2.9,-3.1,7.4,-10.7,-0.337,-1.3
O=C(CSc1ncc(-c2ccccc2)n1CC1CCCO1)N1CCCCC1 (stereo not drawn),-1.5,12.0,-1.8,4.5,2.2,8.6,-6.1,0.295,-1.3
COc1ccc2cc3cc(C(=O)N4CCN(Cc5ccc6c(c5)OCO6)CC4)oc3nc2c1,-0.3,16.8,1.2,-4.5,6.9,6.1,20.5,-0.555,-0.2
CCCCCCn1c(CN2CCC(C)CC2)nc2c1c(=O)n(C)c(=O)n2C,-0.7,3.7,-1.4,7.6,3.8,17.0,4.0,-0.0482,-1.4
CC1CCN(C(=O)C(Cc2ccccc2)n2cccc2)CC1 (stereo not drawn),-0.4,11.5,-2.9,5.6,6.2,22.6,-15.9,-0.437,-0.2
COc1ccc(CCNC(=O)CSc2nnc(CNC(=O)c3ccccc3F)o2)cc1OC,nt,5.6,-0.3,nt,-2.7,-11.0,nt,0.55,0.2
CCOC(=O)Cc1c(C)nc2c(C#N)c(C)nn2c1C,-0.6,14.1,2.5,3.0,7.9,3.0,nt,-0.671,-1.3
Cc1ccc(NC(=O)C(C)N2C(=O)c3ccccc3C2=O)cc1 (stereo not drawn),-0.2,14.5,0.8,-8.7,2.1,-2.5,7.8,0.00715,0.1
Cc1ccc(N2CCN(S(=O)(=O)N(C)C)CC2)c(C)c1,-1.2,5.8,-2.2,-5.1,1.0,-2.8,-20.5,0.165,0.6
Cc1ccc(Cn2nnc3c(=O)n(CC(=O)N4CCCc5ccccc54)cnc32)cc1,1.2,7.6,-0.6,-5.7,-1.9,-1.6,15.6,0.687,0.3
O=C(c1ccc(Cl)cc1)N(Cc1cccs1)C1CCS(=O)(=O)C1 (stereo not drawn),0.2,-16.3,-2.5,-2.6,-4.4,-1.2,nt,0.704,-0.5
Cc1ccccc1-n1c(SCC(=O)N2CCCC2)nnc1-c1ccccn1,-0.3,9.1,-0.7,0.6,0.4,4.6,-6.9,0.111,0.3
Cc1cc(-n2nc(C)cc2C)nc(NS(=O)(=O)c2ccccc2)n1,nt,12.9,-1.7,nt,-3.7,-0.6,nt,3.79*,-0.5
COc1cc(C)c(N(C(C)=O)c2ccccc2)c(C)c1,-1.0,-0.1,-1.4,-10.2,3.2,8.1,-6.6,-1.96,-0.3
Cc1ccc(CN2CC34C=CC(O3)C(C(=O)NCc3ccco3)C4C2=O)cc1 (stereo not drawn),nt,20.7,-0.6,nt,0.4,-0.7,nt,nt,0.0
O=C(NCCC1=CCCCC1)C1CCN(S(=O)(=O)c2cnc[nH]2)CC1,0.0,14.8,-1.8,-3.6,-0.6,-12.1,-6.5,0.0147,-0.3
CC(C)c1ccccc1NC(=O)c1cccnc1,0.0,11.7,-1.0,0.8,-6.5,1.8,1.6,nt,-0.5
Cc1nn2c(-c3ccccc3)nnc2c2ccccc12,-0.4,5.7,1.0,-5.2,9.9,3.1,nt,1.1,0.7
CC(C)(C)C1CCc2onc(C(=O)Nc3ccc(F)cc3F)c2C1 (stereo not drawn),0.1,10.5,0.3,-0.7,-7.5,-8.2,-4.0,1.76,0.6
CCOc1cc(S(=O)(=O)NCC2OCCc3ccccc32)c(OCC)cc1-n1cnnn1 (stereo not drawn),-0.9,19.6,5.4,3.0,4.3,-5.8,-2.5,-0.115,0.4
Cc1cc(C(F)F)n2nc(C(=O)Nc3ccc(S(=O)(=O)N4CCCC4)cc3)nc2n1,0.4,25.1,-3.9,3.8,4.5,-3.6,-5.5,0.17,-1.2
COc1ccccc1N1CCN(C(c2cc3cc(C)ccc3[nH]c2=O)c2nnnn2C2CCCC2)CC1 (stereo not drawn),-0.7,-2.1,-3.3,-6.3,-6.7,-3.9,-12.0,-0.0482,1.3
COC(=O)C1=C(N)Oc2cc(C)n(Cc3cccnc3)c(=O)c2C1c1ccccc1OC (stereo not drawn),-0.4,8.2,1.8,-3.9,-12.5,-9.8,-8.2,0.628,0.3
c1coc(-c2nnc(NC3=NCCC3)o2)c1,-0.5,-11.6,-1.7,0.5,-0.2,9.6,-4.8,-0.81,-1.2

# 2 of the compounds above, as tab-separated lines:
SMILES	S1P3 ag	HEK293 NFkB inh	HTR1A agonist	Jurkat viability	5HT1E antag	5-HT1A blocker	S1P1 ag pot	D1 mod	5HT1E ag
COC(=O)C1=C(N)Oc2cc(C)n(Cc3cccnc3)c(=O)c2C1c1ccccc1OC (stereo not drawn)	-0.4	8.2	1.8	-3.9	-12.5	-9.8	-8.2	0.628	0.3
c1coc(-c2nnc(NC3=NCCC3)o2)c1	-0.5	-11.6	-1.7	0.5	-0.2	9.6	-4.8	-0.81	-1.2
